Compound activity (PubChem)
EPAC2 ag: qHTS for Agonist of cAMP-regulated guanine nucleotide exchange factor 4 (EPAC2): primary screen; 0.079% of 360,000 active; EPAC2 activation, biochemical qHTS; response scale: 100% = 6.5 mM cAMP response; Potency, µM (doses to about 154 µM), for inactives: at the top dose activation, usual class: activators; Rap guanine nucleotide exchange factor 4 (Homo sapiens), Q8WZA2; AID 720711, 2013; also: potency is read from the fitted curve at half-maximal effect; nearly all actives have a fitted effect of over 50% in size
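Setup: EPAC2 100 nM, labeled Rap1B complex 250 nM, free GDP 50 uM. Compound titrations pinned in, brief spin, 5 min room temperature incubation. Kinetic fluorescence read over 30 min, normalized to 6.5 mM cAMP.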
PI5P4K alpha inh: qHTS for Inhibitors of phosphatidylinositol 5-phosphate 4-kinase (PI5P4K) | Phosphatidylinositol 5-phosphate 4-kinase type-2 alpha (Homo sapiens), P48426 | PI5P4Kalpha enzyme, ADP-Glo luminescence, 60 min; active compounds read low | max response, % | 1.2% of 330,000 active; active = max response of -50% or lower; inconclusive = between -30% and -50%; inactive = -30% or higher; also: value at the top dose of about 77 µM; % is scaled to controls: 0 for no effect and ±100 for the full control effect
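ADP-Glo luminescence end-point after a 60 min room-temperature kinase reaction. PI5P4Kalpha and substrate in HEPES pH 7.4 buffer with EGTA, 0.1% CHAPS and 5% DMSO; ATP at 5 microM final.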
PLK1 PBD block: qHTS for Inhibitors of PLK1-PDB (polo-like kinase 1 - polo-box domain): Primary Screen. Plk1 PBD binding of FITC phosphopeptide, fluorescence polarization. Potency, µM, inactives show max response, negative = inhibition, usual class: inhibitors. 2.8% of 360,000 active. AID 720504, 2013; also: potency is read from the fitted curve at half-maximal effect; series mostly up to about 57 µM; % is scaled to controls: 0 for no effect and ±100 for the full control effect; nearly all actives have a fitted effect of over 65% in size
CCT modulator: High-Throughput Screening for Modulators of Cytosolic Chaperonin Activity; purified chaperonin ATPase assay, HTRF ADP detection, 30 min; activity change, % (concentration not given with the values), hits read low; 0.3% of 360,000 active; in the data active = activity change below about -30%; also: % is scaled to controls: 0 for no effect and ±100 for the full control effect
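Enzyme 40 or 20 nM (batch-dependent) in Tris pH 7.4/KCl/MgCl2/DTT; cpd 76 uM single point; ATP 10 uM; 30 min 37 °C; Transcreener ADP HTRF detection, 30 min RT; ratio 665/615.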
EPAC1 agonist: qHTS for Agonist of cAMP-regulated guanine nucleotide exchange factor 3 (EPAC1): primary screen. Rap guanine nucleotide exchange factor 3 (Homo sapiens), O95398. EPAC1 agonist qHTS, biochemical assay; response scale: 100% = response to 6.5 mM cAMP. Potency, µM (series often up to 154 µM), for inactives: top-dose activation, usual class: activators. 0.073% of 360,000 active. AID 720707, 2013; also: potency is read from the fitted curve at half-maximal effect; nearly all actives have a fitted effect of over 60% in size
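Read-out is the fluorescence drop as BODIPY-GDP leaves Rap1B (480 nm excitation, 540 nm emission), recorded every 5 minutes over 30 minutes. Reactions held 100 nM EPAC1, 250 nM Rap1B–BODIPY-GDP and 50 uM GDP, with 6.5 mM cAMP setting full activation.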
WRN helicase inh: qHTS for Inhibitors of WRN Helicase; WRN helicase unwinding, fluorescent forked duplex, kinetic; Bifunctional 3'-5' exonuclease/ATP-dependent helicase WRN (Homo sapiens), Q14191; 0.46% of 360,000 active; Potency, µM (highest dose often 114 µM), inactives show at the highest dose activity change, negative = inhibition, usual class: inhibitors; also: potency is read from the fitted curve at half-maximal effect; % is scaled to controls: 0 for no effect and ±100 for the full control effect; nearly all actives have a fitted effect of over 55% in size
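WRN at 20 nM final was preincubated with compound for 15 min at room temperature; reaction started with 100 nM forked duplex oligonucleotide carrying fluorophore and quencher plus 2 mM ATP (final). Unwinding followed kinetically by red fluorescence (ex 525/em 598 nm).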
IL-2 act: qHTS of IL-2 Activators. AID 652025, 2013. 0.065% of 360,000 active. activation, % (series mostly up to about 46 µM). IL-2 activation reporter assay, cell-based qHTS; stimulated with anti-CD3/CD4/CD28 beads; in transgenic mouse T cells; in the data active = activation above about 50%; inconclusive = mostly about 30% to 49%; also: 0% is about no effect
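Unstimulated transgenic mouse T cells preincubated 60 min with compound, then stimulated with anti-CD3/anti-CD4-coated beads plus anti-CD28 for 18 h at 37 degrees C. IL-2 response read as EGFP and DsRed fluorescence by plate cytometry.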
EPAC1 antagonist: qHTS for Antagonist of cAMP-regulated guanine nucleotide exchange factor 3 (EPAC1): primary screen | Rap guanine nucleotide exchange factor 3 (Homo sapiens), O95398 | EPAC1 GEF assay, Rap1b-BODIPY-GDP exchange fluorescence | Potency, µM (series often up to 115 µM), for inactives: top-dose activity change, negative = inhibition, usual class: inhibitors | 0.14% of 360,000 active | AID 720709, 2013;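 also: potency is read from the fitted curve at half-maximal effect; plate controls were vehicle for no effect and positive control for full effect; nearly all actives have a fitted effect of over 50% in size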
* = called active by the depositor; u = inconclusive; x = not tested or not shown; [ ] = dose if it differs, or a comment. Unless noted, calls follow the shape of the dose curve; as a rule, active = well fitted curve in the direction sought with a large enough effect; inconclusive = small, poorly fitted or top-dose-only effect, or another doubt; inactive = no such curve, though single readings can be large; an effect the other way counts as inactive or inconclusive. The list is partial (hit frequency here may not be typical).

no.	SMILES	EPAC2 ag	IL-2 act	CCT modulator	PLK1 PBD block	EPAC1 antagonist	EPAC1 agonist	PI5P4K alpha inh	WRN helicase inh
1	O=C1/C(=C/c2ccc(Cl)cc2)SC(=S)N1CCC(=O)N1CCCCC1CCO (configuration not stated)	1%	-0.1	-0.3	-7%	9%	16%	9	-7%
2	CC(C)COC(=O)c1ccc(N2C(=O)c3ccccc3C2=O)cc1	0%	-0.6	0.0	-8%	5%	16%	16	-6%
3	CCCN1CCN(C(=O)Cn2ncc3ccccc32)CC1	-5%	-1.5	1.4	-18%	-4%	-11%	-10	-19%[57.1 µM]
4	CCn1cc(/C=C(\NC(=O)c2ccccc2OC)C(=O)N2CCOCC2)c2ccccc21	10%	-1.4	0.4	-2%	4%	11%	-9	5%
5	Nc1nnc(SC2CCCC2)s1	-7%	-0.1	-1.3	27µM*	3%	-6%	-7	-12%
6	CCCN(CCC)S(=O)(=O)c1ccc(NC(=O)c2cc(C(=O)OC)cc([N+](=O)[O-])c2)cc1	0%	-0.3	-3.4	-18%	-24%	4%	23	-11%
7	CC1C(=O)NN=C1C(=O)N/N=C/c1cccs1 (configuration not stated)	4%	-0.5	0.2	4%	3%	9%	-12	-2%
8	C[n+]1ccccc1/C=C/c1ccc2ncccc2c1	8%	0.6	-0.9	-12%	-11%	5%	-3	4%
9	O=C(Cc1cccs1)Nc1nnc(-c2ccncc2)s1	-3%	-1.1	0.6	-8%	0%	4%	x	-15%[57.1 µM]
10	CN(C)/C=C(\C(=O)c1cccc(Cl)c1)c1nnnn1-c1ccccc1	6%	2.3	-1.9	-3%	10%	1%	-1	-11%
11	CN(c1ccccc1)S(=O)(=O)c1ccc(C(=O)N2CCN(c3ccccc3F)CC2)cc1	14%	0.3	-7.7	-4%	-11%	4%	0	1%
12	COCCCNC(=O)c1cn(CC(C)C)c(=O)c2c1c1ccccc1n2C	-1%	-1.8	1.3	-6%	14%	5%	5	-8%
13	N#Cc1c(-c2ccc(F)cc2)cc(-c2cccs2)nc1SCC(=O)O	-8%	0.6	1.1	u	-27%	-11%	-7	-24%
14	CO[C@H]1CN(C)C(=O)c2cc(NC(=O)C3CCOCC3)ccc2OC[C@H](C)N(Cc2nccs2)C[C@H]1C	4%	-0.5	x	-14%	-4%	4%	1	-2%
15	O=C(NC1CC2CCCC(C1)N2Cc1ccccc1)C1CCCCC1 (configuration not stated)	6%	0.3	-6.9	-8%	-7%	-11%	0	1%
16	COc1ccc(-c2cc(C3CCN(c4ncccc4[N+](=O)[O-])CC3)[nH]n2)cc1	13%	-0.2	-0.7	-6%	-5%	11%	7	-11%
17	CCOc1ccc(NC(=O)COC(=O)C2C3CC4OC(=O)C2C4C3)cc1 (configuration not stated)	-2%	0.3	-0.4	0%	2%	0%	-3	10%
18	CC1(N=Cc2cc(Cl)ccc2O)COP(=O)(NC2CCCC2)OC1 (configuration not stated)	-5%	-2.9	-0.7	-8%	7%	-5%	0	0%
19	CCc1nnc(NS(=O)(=O)c2ccc(NC(=S)NC(=O)/C=C/c3ccc(OC)cc3)cc2)s1	7%	-2.1	1.6	27µM*	-20%	0%	-10	u
20	CCC(C)C(NC(=O)OCc1ccccc1)C(=O)OCN1C(=O)c2ccccc2C1=O (configuration not stated)	4%	-2.7	-0.8	-3%	-21%	2%	1	0%
21	S=C(NC1CCCCC1)N1CCn2cccc2C1c1cccnc1 (configuration not stated)	11%	-0.5	-1.7	-11%	5%	6%	-6	4%
22	CCOC(=O)C1=C(C)N(CCCCCC(=O)O)C(=O)NC1c1ccc(Br)cc1 (configuration not stated)	4%	0.7	0.7	0%	4%	-19%	-1	-1%
23	COC1=C(Nc2ccccc2)C(=O)C(OC)=C(Nc2ccccc2)C1=O	-4%	-0.2	2.0	0%	11%	-5%	6	6%
24	COCCCNC(=O)c1c(N)n(/N=C/c2cccs2)c2nc3ccccc3nc12	-4%	-0.2	0.6	-18%	8%	1%	0	-7%
25	COC(=O)[C@]1(C)N[C@H](CN(C)S(=O)(=O)c2ccc(OC(F)(F)F)cc2)[C@@H]2C(=O)N(C)C(=O)[C@@H]21	-5%	-0.2	-1.5	-1%	4%	-10%	-1	1%
26	COc1cccc(-c2csc(N3CCN(CC(=O)NNC(=O)c4ccc(Cl)cc4)CC3)n2)c1	-23%	-1.8	-2.5	-5%	-7%	1%	x	-9%
27	COc1cccc(CN2CC(C(=O)N3CCCCCCC3)CCC2=O)c1 (configuration not stated)	-5%	-0.2	0.0	-2%	16%	5%	-1	1%
28	CCNC(=O)C1(C)CCN1CCS(=O)(=O)c1ccc(C)cc1 (configuration not stated)	4%	0.4	0.8	2%	14%	-10%	0	14%
29	CN(C)C(=O)c1cn(N(C)c2ncc(C(F)(F)F)cc2Cl)c(=O)c2ccccc12	-2%	2.3	3.9	-5%	-3%	-14%	13	6%
30	O=C(Nc1ccc(N2CCOCC2)cc1)c1ccc(Cl)c(S(=O)(=O)N2CCCCC2)c1	-8%	-0.5	2.9	-3%	-12%	11%	0	-6%
31	COC(=O)c1ccccc1NC(=S)NC(=O)COc1ccc(C(C)C)cc1	1%	1.2	2.9	-24%	u	-3%	14	-21%[57.1 µM]
32	O=C(NCCNC(=O)c1ccc(F)cc1)c1ccc(F)cc1	9%	0.1	-0.5	-14%	0%	10%	-5	10%
33	CCOc1cc(/C=N/NC(=O)COc2cccc(C)c2)ccc1OC(=O)c1cccs1	-3%	1.1	-0.3	-2%	-3%	9%	x	-11%
34	CN1CCN(c2ccc(CNS(=O)(=O)c3ccccc3)cc2)CC1	-3%	-1.1	1.1	3%	-3%	-2%	-3	4%
35	Cc1ccc2nc(SCC(=O)Nc3ccc4c(c3)OCO4)nc(=O)n2c1	10%	0.1	1.5	-5%	-5%	12%	2	-10%
36	NC(c1csc(NC(=O)Nc2cccc(Cl)c2)n1)C1CCCCC1 (configuration not stated)	1%	-0.8	2.2	4%	-14%	-6%	u	-6%
37	C/C(=N\N=C1\NC(=O)C(CC(=O)O)S1)c1ccccn1 (configuration not stated)	10%	-3.5	1.3	-3%	2%	-5%	-1	-4%
38	COc1ccc(Cn2c(=O)sc3ccccc32)cc1OC	10%	-3.8	1.0	4%	1%	11%	1	1%
39	CCOC(=O)N(C)[C@H]1C[C@H]2c3[nH]c4ccccc4c3CCN2C[C@H]1[C@H](C)O	11%	-0.7	-3.7	-15%	10%	0%	-2	7%
40	Cc1cc(C)n(Cc2cccc(F)c2)c(=O)c1C#N	0%	-1.6	-2.3	0%	15%	-2%	x	3%
41	Cc1ccc(N2CC(C(=O)OCC(=O)Nc3c(C)cccc3C)CC2=O)cc1 (configuration not stated)	14%	-2.1	0.4	-2%	12%	-10%	1	6%
42	CCc1ccc(N2CC(C(=O)Nc3ccc(S(=O)(=O)NCC4CCCO4)cc3)CC2=O)cc1 (configuration not stated)	-3%	-1.5	-2.4	-3%	-21%	-27%	-7	-4%
43	Cc1ccc(NC(=O)C(C)Sc2nnc(C)n2C)cc1 (configuration not stated)	4%	-0.8	-1.1	-6%	-7%	8%	4	1%
44	O=C(CCSCc1ccccc1Cl)NCc1cccs1	13%	-3.1	-3.8	-13%	-5%	13%	0	-32%

Structural class, the compounds so far with fluorine.
no.	SMILES	EPAC2 ag	IL-2 act	CCT modulator	PLK1 PBD block	EPAC1 antagonist	EPAC1 agonist	PI5P4K alpha inh	WRN helicase inh
11	CN(c1ccccc1)S(=O)(=O)c1ccc(C(=O)N2CCN(c3ccccc3F)CC2)cc1	14%	0.3	-7.7	-4%	-11%	4%	0	1%
13	N#Cc1c(-c2ccc(F)cc2)cc(-c2cccs2)nc1SCC(=O)O	-8%	0.6	1.1	u	-27%	-11%	-7	-24%
25	COC(=O)[C@]1(C)N[C@H](CN(C)S(=O)(=O)c2ccc(OC(F)(F)F)cc2)[C@@H]2C(=O)N(C)C(=O)[C@@H]21	-5%	-0.2	-1.5	-1%	4%	-10%	-1	1%
29	CN(C)C(=O)c1cn(N(C)c2ncc(C(F)(F)F)cc2Cl)c(=O)c2ccccc12	-2%	2.3	3.9	-5%	-3%	-14%	13	6%
32	O=C(NCCNC(=O)c1ccc(F)cc1)c1ccc(F)cc1	9%	0.1	-0.5	-14%	0%	10%	-5	10%
40	Cc1cc(C)n(Cc2cccc(F)c2)c(=O)c1C#N	0%	-1.6	-2.3	0%	15%	-2%	x	3%

Laid out differently: results already given.
(33) CCOc1cc(/C=N/NC(=O)COc2cccc(C)c2)ccc1OC(=O)c1cccs1
  EPAC2 ag: -3%
  IL-2 act: 1.1
  CCT modulator: -0.3
  PLK1 PBD block: -2%
  EPAC1 antagonist: -3%
  EPAC1 agonist: 9%
  PI5P4K alpha inh: x
  WRN helicase inh: -11%
(34) CN1CCN(c2ccc(CNS(=O)(=O)c3ccccc3)cc2)CC1
  EPAC2 ag: -3%
  IL-2 act: -1.1
  CCT modulator: 1.1
  PLK1 PBD block: 3%
  EPAC1 antagonist: -3%
  EPAC1 agonist: -2%
  PI5P4K alpha inh: -3
  WRN helicase inh: 4%
